High-throughput results from PubChem BioAssay.
Efflux pump mplx: antifungal efflux pump inhibition, Nile Red retention; S. cerevisiae Candida pump triplex; inhibition, % at 10 µM; hit rate 0.44% among 330,000; AID 485275;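 active = plate passing quality check with inhibition over a set limit, or well fluorescence over plate mean plus 4 SD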;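 also: Nile Red retained in pooled yeast measured as flow cytometry median fluorescence; 0% = buffer negative control and 100% = Enniatin B positive control; higher means more Nile Red kept so more efflux inhibition; some compounds called inactive have numbers as strong as hits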
PP1 counter: blocks human PP1-alpha phosphatase, a PP5 counter-screen | P62136 | purified PP1alpha, OMFP fluorescence | inhibition, % at 6.7 µM | hit rate 0.9% among 320,000;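 active = inhibition above the mean inhibition of all tested compounds plus 3 SD, computed separately for each screening campaign, cut at about 15% in these data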
procasp3 activ: activates human procaspase-3 | P42574 | recombinant procaspase-3 D3A, Ac-DEVD-pNA absorbance 405 nm | activation, % at 8.5 µM | hit rate 0.11% among 330,000 | AID 463141;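 active = activation above the mean of all tested compounds plus 3 SD, cut at about 21% in these data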;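 also: 0% = DMSO alone and 100% = DMSO wells spiked with extra 5 µM PC-3 D3A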
Target sequence (P42574 whole entry D9A/D28A/D175A): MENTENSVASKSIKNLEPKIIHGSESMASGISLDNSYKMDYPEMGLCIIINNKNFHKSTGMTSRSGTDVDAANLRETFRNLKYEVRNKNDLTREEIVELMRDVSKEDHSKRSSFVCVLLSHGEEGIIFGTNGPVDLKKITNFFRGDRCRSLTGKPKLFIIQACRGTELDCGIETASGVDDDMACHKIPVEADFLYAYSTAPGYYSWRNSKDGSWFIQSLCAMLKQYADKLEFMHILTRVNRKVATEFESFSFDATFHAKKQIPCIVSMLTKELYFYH
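Test system: Procaspase-3 D3A mutant; medium: Zinc-free HEPES/NaCl buffer with 0.01% Triton X-100 at pH 7.4; reagent: DEVD-pNA substrate; doses: one concentration, 8.5 µM nominal, 0.8% DMSO; times: 1 h preincubation plus 2 h reaction at 25 °C; signal: Epi-absorbance at 405 nm of released p-nitroaniline, 0 and 120 min; replicates: singlicate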
GASC-1 inh: human JMJD2C demethylase inhibition. Q9H3R0. GST-JMJD2C(1-420) H3K9me3 demethylation, DELFIA europium. inhibition, % at 2.35 µM. hit rate 0.069% among 330,000. AID 2099;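 active = more than half of a compound's replicate wells show inhibition beyond 50%, single wells judged on their own value; inconclusive = some, but no more than half, of replicates pass 50% inhibition; inactive = no replicate passes 50% inhibition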;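 also: signal counts dimethyl H3K9 product captured on neutravidin plate; 0% = median of DMSO wells and 100% = 0.3 times that DMSO median; strong numbers were not always called active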
core dimer inh: HCV core protein dimerization inhibition; TR-FRET GST/Flag-core106 dimerization, 1536-well; inhibition, % at 5 µM; hit rate 0.33% among 300,000; AID 1899;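 active = inhibition above the mean of all tested compounds plus 3 SD, set per screening campaign, cut at about 45% in these data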
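Material: GST/Flag-tagged HCV core106 proteins. Incubation: 4 h, 22.5 °C incubation. Read-out basis: inhibition (%) from 671 over 617 nm ratio. Measured by: TR-FRET, excitation 340 nm, emission 617 and 671 nm.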
proCasp7 act: counter-screen for procaspase-3 activators: activators of human procaspase-7. P55210. recombinant procaspase-7, Ac-DEVD-pNA absorbance 405 nm; D23A/D198A/D206A triple mutant, cannot self-cleave; scale: DMSO 0, 5 µM enzyme 100. activation, % at 8.5 µM. hit rate 0.093% among 330,000;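 active = percent activation above the screen-wide mean plus 3 SD, cut at about 25% in these data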
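Material: Procaspase-7 triple mutant (PC-7 D3A) | Quantity: 2 µM procaspase-7 mutant as dispensed | Reagent: DEVD-pNA substrate | Times: 1 h preincubation, 2 h reaction | Technique: 405 nm absorbance of p-nitroaniline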
PP5 inh: blocks human protein phosphatase 5 activity. purified PP5c, OMFP substrate fluorescence. P53041. inhibition, % at 6.7 µM. hit rate 0.18% among 320,000;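 active = inhibition above the campaign's mean inhibition across all tested compounds plus 3 SD, cut at about 9.5% in these data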;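 also: 0% = DMSO only and 100% = 100 µM cantharidin control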
Target sequence (P53041 whole entry, looked up): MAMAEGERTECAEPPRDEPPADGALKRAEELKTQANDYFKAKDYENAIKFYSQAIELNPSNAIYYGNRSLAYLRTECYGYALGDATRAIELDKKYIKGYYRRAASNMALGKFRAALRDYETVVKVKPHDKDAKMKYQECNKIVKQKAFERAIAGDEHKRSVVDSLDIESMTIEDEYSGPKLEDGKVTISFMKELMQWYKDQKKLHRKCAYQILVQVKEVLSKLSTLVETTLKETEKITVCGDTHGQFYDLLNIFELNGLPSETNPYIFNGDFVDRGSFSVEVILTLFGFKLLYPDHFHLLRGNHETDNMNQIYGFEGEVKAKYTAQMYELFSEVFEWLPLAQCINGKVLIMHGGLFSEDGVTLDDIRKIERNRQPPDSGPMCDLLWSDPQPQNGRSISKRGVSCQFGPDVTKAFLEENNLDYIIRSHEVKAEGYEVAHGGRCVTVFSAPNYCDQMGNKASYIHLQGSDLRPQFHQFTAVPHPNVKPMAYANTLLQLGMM
Fh CTSL1 inh: counter-screen for PFM18AAP inhibitors: inhibitors of F. hepatica cathepsin L1 | recombinant F. hepatica cathepsin L1, Z-Leu-Arg-MCA fluorescence | inhibition, % at 5.96 µM | hit rate 0.49% among 300,000;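 active = inhibition above the mean of all tested compounds plus 3 SD, set per screening campaign, cut at about 17% in these data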;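 also: 0% = plate median of test compound wells and 100% = 1 µM Z-Phe-Ala-diazomethylketone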
TPT1 inhibitor: blocks Candida albicans tRNA 2'-phosphotransferase; recombinant caTPT1, FP RNA substrate dephosphorylation; AID 1962; inhibition, % at 5 µM; hit rate 0.81% among 300,000;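 active = inhibition above the mean of all tested compounds plus 3 SD, set per screening campaign, cut at about 24% in these data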;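 also: plate controls were DMSO alone for no effect and ferristatin control at 100 nM for full effect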
Numbers without * were called inactive; ? = inconclusive; . = not tested or not shown.

Sequence of screens: Efflux pump mplx, PP1 counter, procasp3 activ, GASC-1 inh, core dimer inh, proCasp7 act, PP5 inh, Fh CTSL1 inh, TPT1 inhibitor
O=C(C1CCCO1)N1CCN(S(=O)(=O)c2ccc(Cl)cc2)CC1 (stereo not given)
    0.0, -3, 7, 0, -3, 9, 0.3, -2, -1
COC(=O)c1ccc(C(=O)OC)c(NC(=O)CN2CCN(c3ccccc3OC)CC2)c1
    0.1, 0, 6, 5, 4, 9, 2.8, 4, -3
Cn1c(=O)n(C)c2cc(NC(=O)Cc3ccccc3[N+](=O)[O-])ccc21
    -0.1, -5, 7, 9, 3, 2, -1.7, 4, 1
CCCCN(C(=O)c1cc(=O)[nH]c2ccccc12)c1c(N)n(CCC)c(=O)[nH]c1=O
    -0.2, -2, 9, 4, 0, -4, -2.7, -1, -1
Cc1ccc(CNC(=O)Cn2ccc3ccccc3c2=O)o1
    0.0, -4, 2, 6, -1, -2, -1.8, -2, -2
Oc1c(Cl)cc(Cl)cc1C=Nc1ccc(Br)cc1
    0.2, 0, 4, -21, -3, 1, 1.3, -4, -2
CC(=O)c1c(C)[nH]c(C(=O)N(C)C(c2ccccc2)c2ccccc2)c1C
    0.1, -2, 0, -14, 4, 8, 2.7, 1, -4
O=C(CN1CCN(c2ccccc2O)CC1)Nc1ccc([N+](=O)[O-])cc1Br
    -0.1, -3, -2, ?, 17, 5, 2.5, 2, 0
O=C(C1=C[C@H](c2ccc3c(c2)OCO3)C[C@H](OCc2ccc(CO)cc2)O1)N1CCCCCCC1
    -0.1, 1, 6, -2, 8, 15, 0.9, -5, -3
COc1ccccc1CNC(=O)c1ccc(OCC2CCCO2)cc1 (stereo not given)
    -0.3, 1, 9, 2, 5, -7, 0.4, 2, -1
O=C(CN1CCCC1)NC(=O)NC1CCCC1
    0.0, -2, -4, -25, 0, 2, 1.9, 1, 4
Cc1cccc(C)c1NC(=O)c1ccc([N+](=O)[O-])s1
    0.1, 1, -2, 1, -5, 6, 0.0, 8, 1
Cc1ccc(N(CC#N)C(=O)CS(=O)(=O)c2cccc([N+](=O)[O-])c2)cc1
    0.1, 0, 6, 2, 1, -10, 2.1, 0, -1
COc1ccc(OCCCN2CCc3ccccc3C2)cc1
    -0.1, 6, 0, -7, 1, 7, -0.5, 0, -2
Cc1nn(C)cc1S(=O)(=O)N1CCN(c2cccc(Cl)c2)CC1
    0.0, -3, 7, 1, -2, 10, 1.6, 0, -2
CC(C)c1ccc(NC(=O)N2CCC(c3nc4ccccc4o3)CC2)cc1
    0.2, -2, 6, -4, -1, -6, 7.1, -4, 1
Cc1ccc(C)c(N2CCN(C(=O)Cn3ncc4c([nH]c5ccc(C)cc54)c3=O)CC2)c1
    0.0, 4, 11, 31, 5, 4, 1.2, 0, -3
COc1cc(/C=C2/C(=N)N3C(=NC2=O)SN=C3S(C)(=O)=O)ccc1OC(=O)c1ccco1
    0.3, -3, 11, -5, -1, 2, 3.5, 0, 25*
COc1cc(-c2nnc(SCC(=O)Nc3cc(C)on3)n2C)cc(OC)c1O
    -0.1, -3, -3, -3, -6, 2, 0.0, 0, -1
C=COCCn1c(-c2nonc2N)nc2ccccc21
    0.1, -2, -8, 8, 3, -10, 0.3, 6, 4
Cc1cccc(CCNC(=O)C2CCC(=O)N2Cc2ccc(F)cc2)c1 (stereo not given)
    -0.1, 0, 2, 3, 4, -8, -0.4, -1, 2
N#Cc1c(N)nc(SCC(=O)NC2CCCCC2)c(C#N)c1-c1ccc(Cl)cc1
    -0.1, -3, -2, -2, -5, -5, -1.5, 6, 0
O=C(Nc1ccc(-n2cnnn2)cc1)C1CCCN1C(=O)Nc1ccc(Br)cc1 (stereo not given)
    0.1, 2, 11, -2, -10, 6, 1.9, -2, -4
CCOCCCNC(=O)C1CCN(S(=O)(=O)c2cc(Br)cc3c2N(C(=O)CC)CC3)CC1
    -0.2, 2, 4, 7, 4, -2, 0.1, 1, 1
Cn1c(N)c(C(=O)COC(=O)c2ccc(Cl)nc2)c(=O)n(C)c1=O
    0.2, 6, 5, 0, 1, 6, -0.1, -2, 0
Cc1ccc(-c2csc3ncnc(Cl)c23)cc1
    -0.3, -2, 6, 2, -3, -9, 3.3, -1, -2
COc1cc(C(=O)NCCCc2ccccc2)cc(OC)c1OC
    0.9, 2, 0, -13, -12, -7, 3.3, -4, -2
CCOC(=O)c1c[nH][nH]c1=O
    0.2, 2, 12, -13, -3, 1, -0.4, 1, 1
COc1ccccc1CC(=O)N(Cc1ccccc1)c1ccc(C)cc1
    0.8, 4, 13, -2, -1, 8, 1.8, -1, -4
CCc1cccc2c(C(=O)COC(=O)c3ccc(O)cc3)c[nH]c12
    -0.1, 0, -2, -29, 0, 2, 0.3, 3, -2
COCCCNC(=O)c1cn(C)c(=O)c2cc(OC)c(OC)cc12
    0.2, -3, -2, 6, -5, 10, 2.4, 1, 3
Cc1cc(C)cc(NC(=S)NC(=O)CCN2C(=O)c3ccccc3C2=O)c1
    0.0, 3, -4, 6, 10, -13, 3.6, 1, -1
Cc1ccc(NC(=O)C2CCCN(C(=O)c3ccc(Cl)cc3)C2)cc1C (stereo not given)
    -0.2, -4, 0, 6, 2, -2, 2.0, 9, 7
CCOC(=O)c1ccc(NS(C)(=O)=O)cc1
    0.0, -1, 10, -1, -1, 6, -0.1, 0, -1
CCCCCC(=O)NNC1CC(=O)N(c2cccc(OCC)c2)C1=O (stereo not given)
    -0.1, -1, -1, 21, -3, -8, -0.3, 4, -2
CCOC(=O)c1c(S(=O)(=O)NCC(=O)N2CCN(c3ccccc3OC)CC2)c(C)n(C)c1C
    0.1, -1, -4, -2, 4, 6, -2.1, -4, -3
OCC1(CCOc2ccccc2)CCN(C2Cc3ccccc3C2)CC1
    0.0, -6, 7, 11, 11, 1, 0.6, -7, 1
Cc1ccc(NC(=O)CCNC(=O)c2ccccc2Cl)cc1S(=O)(=O)N1CCOCC1
    0.0, -5, 11, ., ., 6, 2.3, ., .
COc1ccc(OC)c(CN2CCN(C(=O)c3ccc(NS(=O)(=O)c4cccc([N+](=O)[O-])c4)cc3)CC2)c1
    0.0, -1, -8, -9, 0, 8, -0.5, 5, -1
O=C(CCCc1ccccc1)Nc1cccnc1Cl
    -0.1, -1, -1, -21, 2, 8, 1.5, 0, 1
CCc1cc(=O)oc2cc(OC(=O)c3ccco3)ccc12
    3.9, -2, -11, 3, 5, -5, -0.5, -17, 2
OC1CCN(Cc2cccc3ccccc23)CC1
    0.0, -5, 9, -10, -1, 1, -2.6, -2, -1
CCOc1cccc(OCCCCN2CCOCC2)c1
    -0.2, -6, 0, 1, -6, 4, -3.3, 5, -4
Fc1ccc(NC(=S)N2CCN(c3ccccn3)CC2)cc1Cl
    0.0, -4, -3, 8, 2, -13, 0.6, -4, 0
CNc1oc(/C=C/c2cccc(OC)c2)nc1C#N
    0.0, -1, 8, -5, -3, -1, -0.1, 7, -2
Cc1ccc(NC(=O)C(=O)NCCN2CCN(C(=O)C(c3ccccc3)c3ccccc3)CC2)cc1
    -0.2, 1, 2, 33, 1, 8, 2.6, 4, 0
CCNc1ccc(C(=O)OCC(=O)NCCN2C(=O)CSC2=O)cc1[N+](=O)[O-]
    0.0, 0, -13, -29, -2, 6, 2.4, 0, -2
COc1ccc(-c2csc(NC(C)=O)n2)cc1OC
    -0.1, 0, 1, -4, 0, 17, 0.2, 0, -2
COC(=O)c1cn(Cc2cccnc2)c(=O)c2ccccc12
    0.2, 5, 3, -3, 2, 1, 3.1, -5, -2
COC(=O)c1oc2c(c1C)C(=O)CC(C)(C)C2
    0.1, -5, 1, 8, -1, 2, 1.3, -4, -2
CCCc1[nH]n(-c2ccc(F)cc2)c(=O)c1C=Nc1cccc(F)c1
    0.1, -3, 8, 6, -4, 3, -0.9, -4, 1
Brc1ccc(-c2csc(N/N=C/c3ccc4c(c3)OCO4)n2)cc1
    0.0, 0, -3, -10, -1, 8, 3.2, 2, 3
O=C(CN1CCN(c2ccc(O)cc2)CC1)Nc1ccccc1C(=O)NCCc1ccccc1
    0.1, 0, -20, ., ., -36, 3.9, ., .
CCCN1CCC(NC(=O)Nc2ccc([N+](=O)[O-])cc2)CC1
    0.4, 2, -2, 5, -2, 14, 2.9, 1, -2
NS(=O)(=O)c1ccc(NC(=O)COC(=O)c2c3c(nc4ccccc24)/C(=C\c2ccc4c(c2)OCO4)CCC3)cc1
    -0.2, 0, -14, 4, 8, -31, 1.7, 3, -2
O=C(CN1CCN(C(=O)c2cccs2)CC1)NC1CCCCC1
    0.0, 3, -10, 5, 1, -4, 0.5, -2, 2

Of the compounds above, seven have a nitro group on carbon.
Sequence of screens: Efflux pump mplx, PP1 counter, procasp3 activ, GASC-1 inh, core dimer inh, proCasp7 act, PP5 inh, Fh CTSL1 inh, TPT1 inhibitor
Cn1c(=O)n(C)c2cc(NC(=O)Cc3ccccc3[N+](=O)[O-])ccc21
    -0.1, -5, 7, 9, 3, 2, -1.7, 4, 1
O=C(CN1CCN(c2ccccc2O)CC1)Nc1ccc([N+](=O)[O-])cc1Br
    -0.1, -3, -2, ?, 17, 5, 2.5, 2, 0
Cc1cccc(C)c1NC(=O)c1ccc([N+](=O)[O-])s1
    0.1, 1, -2, 1, -5, 6, 0.0, 8, 1
Cc1ccc(N(CC#N)C(=O)CS(=O)(=O)c2cccc([N+](=O)[O-])c2)cc1
    0.1, 0, 6, 2, 1, -10, 2.1, 0, -1
COc1ccc(OC)c(CN2CCN(C(=O)c3ccc(NS(=O)(=O)c4cccc([N+](=O)[O-])c4)cc3)CC2)c1
    0.0, -1, -8, -9, 0, 8, -0.5, 5, -1
CCNc1ccc(C(=O)OCC(=O)NCCN2C(=O)CSC2=O)cc1[N+](=O)[O-]
    0.0, 0, -13, -29, -2, 6, 2.4, 0, -2
CCCN1CCC(NC(=O)Nc2ccc([N+](=O)[O-])cc2)CC1
    0.4, 2, -2, 5, -2, 14, 2.9, 1, -2
